Screens: PubChem BioAssay, National Center for Advancing Translational Sciences (NCATS)
TrxR1 substrate – rat thioredoxin reductase 1 substrate activity. purified TrxR1 substrate turnover, NADPH consumption readout. Potency, µM (doses to about 114 µM), for inactives: at the top dose activity change, negative = substrate turnover. 390,000 compounds, 0.01% hits. AID 588456; further: potency means the concentration at half of the fitted maximal effect; on the % scale 0 is the no-effect control and ±100 the full control effect; nearly all actives have a fitted effect of over 50% in size
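Rat TrxR1, dispensed at 90 nM, was prereduced with 400 uM NADPH (final) for 5 min at ~22 deg C, then incubated with compound 15 min before 400 uM selenite. A first-read NADPH fluorescence drop versus no-compound background flagged substrates.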
PGK inhibitor – T. brucei PGK inhibition; PGK/GAPDH coupled, Kinase-Glo luminescence, 60 min; Potency, µM (doses to about 57.5 µM), without a hit: top-dose activity change, negative = inhibition, hits mostly inhibitors; 380,000 compounds, 0.043% hits; P07378; AID 602233; further: potency means the concentration at half of the fitted maximal effect; on the % scale 0 is the no-effect control and ±100 the full control effect; nearly all actives have a fitted effect of over 60% in size
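Luminescent ATP detection (Kinase-Glo Plus) follows a 60-minute room-temperature incubation, with wells lacking PGK as controls. Buffer: 100 mM TEA (pH 7.6), 5 mM MgCl2, 0.01% Tween-20. Coupling enzyme GAPDH (100 nM final) supplies unstable 1,3-BPG in-well.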
Pin1 inh – inhibitors of human Pin1. Pin1 FP peptide displacement, HiFluor488, 10 min. Potency, µM (titrated, usually from 115 µM), inactives show at the top dose activity, negative = inhibition, hits mostly inhibitors. 390,000 compounds, 0.009% hits; active means well fitted inhibition curve with a large enough effect in the polarisation, with a control signal flat, not every such curve was filed as active; inconclusive means small, poorly fitted or top-dose-only effect, or effect the other way, or a change in a side signal; inactive means no such curve, though single readings can be large or run the other way; the % refers to the polarisation; further: potency means the concentration at half of the fitted maximal effect; on the % scale 0 is the no-effect control and ±100 the full control effect
Target sequence (Q13526 whole entry, looked up): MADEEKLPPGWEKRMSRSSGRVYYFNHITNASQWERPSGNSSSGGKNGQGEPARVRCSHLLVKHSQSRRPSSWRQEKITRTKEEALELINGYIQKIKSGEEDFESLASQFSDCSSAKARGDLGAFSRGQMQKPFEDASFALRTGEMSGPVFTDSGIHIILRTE
PI4K2A block – inhibitors of human PI4K2A; Q9BTU6; purified PI4K2A, ADP-Glo luminescence, 1 h; hits give low values; activity change, negative = inhibition, % at 76.9 µM; 420,000 compounds, 0.13% hits; AID 1346378; in the data active means activity change below about -50%; inconclusive means mostly about -30% to -49%;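 further: -100% = wells without enzyme as full effect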
Target sequence (Q9BTU6 whole entry, looked up): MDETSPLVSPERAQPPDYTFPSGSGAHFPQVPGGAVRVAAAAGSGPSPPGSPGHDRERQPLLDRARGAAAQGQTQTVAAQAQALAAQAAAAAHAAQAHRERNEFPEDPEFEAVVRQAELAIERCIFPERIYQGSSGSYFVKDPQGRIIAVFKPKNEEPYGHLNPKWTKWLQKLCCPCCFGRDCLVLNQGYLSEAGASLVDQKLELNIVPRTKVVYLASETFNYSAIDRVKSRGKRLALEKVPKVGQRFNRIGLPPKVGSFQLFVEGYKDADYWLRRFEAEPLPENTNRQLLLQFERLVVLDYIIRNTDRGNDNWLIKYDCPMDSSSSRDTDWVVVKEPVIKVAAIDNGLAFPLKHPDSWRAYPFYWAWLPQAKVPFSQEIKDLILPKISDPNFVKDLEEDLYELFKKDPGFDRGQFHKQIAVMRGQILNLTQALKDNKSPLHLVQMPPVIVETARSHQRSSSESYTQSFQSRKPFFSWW
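Compounds are screened against recombinant PI4K2A using PI as substrate and ATP, the latter dispensed at 300 microM. Reactions run one hour at ambient temperature before ADP-Glo detection; full inhibition defined by wells lacking enzyme.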
USP1-UAF1 inh – inhibitors of human USP1/UAF1 deubiquitinase | O94782 | recombinant USP1/UAF1, Ub-Rhodamine cleavage fluorescence | Potency, µM (doses to about 57.1 µM), without a hit: top-dose activity change, negative = inhibition, hits mostly inhibitors | 390,000 compounds, 0.23% hits | AID 743255; further: potency means the concentration at half of the fitted maximal effect; on the % scale 0 is the no-effect control and ±100 the full control effect; nearly all actives have a fitted effect of over 60% in size; inactives centre near -12
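Step one: compound is pinned into 1nM USP1/UAF1 in HEPES pH 7.8 buffer with TCEP. Step two: 15 min room-temperature incubation. Step three: Ub-Rho (150nM final) starts cleavage, tracked by fluorescence over six one-minute reads.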
TrxR1 inh – blocks rat thioredoxin reductase 1. AID 588453. Potency, µM (highest dose often 114 µM), without a hit: at the highest dose activity change, negative = inhibition, actives largely listed as inhibitors. 390,000 compounds, 1% hits. recombinant rTrxR1, NADPH fluorescence consumption, selenite substrate. O89049; further: potency means the concentration at half of the fitted maximal effect; on the % scale 0 is the no-effect control and ±100 the full control effect; nearly all actives have a fitted effect of over 65% in size
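Rat TrxR1 (90 nM in the dispensed reagent) was pre-reduced with 400 uM NADPH for 5 min at room temperature, then incubated with compound for 15 min. After 400 uM selenite was added, NADPH fluorescence (Ex 340/Em 450 nm) was followed for 8 min.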
GLS inh – blocks human kidney-isoform glutaminase activity | GLS enzymatic activity, qHTS titration | Potency, µM (series often up to 45.5 µM), for inactives: top-dose activity change, negative = inhibition, most hits filed as inhibitors | 410,000 compounds, 0.21% hits; further: potency means the concentration at half of the fitted maximal effect; on the % scale 0 is the no-effect control and ±100 the full control effect
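Assay buffer: 45 mM KH2PO4 pH 8.2, 0.02% Tween-20. hKGA acts on L-glutamine (1 mM solution added); product glutamate is reported by an oxidase/peroxidase Amplex Red coupling, with fluorescence taken at baseline and 30 min.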
HP1b binding inh – HP1-beta chromodomain-methylated histone interaction inhibition. P83916. AlphaScreen HP1-beta / biotin-H3K9me3 peptide binding. Potency, µM (top dose mostly 114 µM), without a hit: at the top dose activity change, negative = inhibition, hits mostly inhibitors. 390,000 compounds, 0.56% hits. AID 540317; further: potency means the concentration at half of the fitted maximal effect; nearly all actives have a fitted effect of over 70% in size; inactives centre near 23
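HP1-beta protein (50 nM final) preincubated 30 min at room temperature with biotinylated H3(1-18)K9me3 peptide (50 nM) in PBS pH 7.4, 0.01% Tween-20, then compound added for 30 min. AlphaScreen streptavidin donor/nickel chelate acceptor beads (10 ug/mL final), 30 min dark, luminescence read.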
mIDH1 inhibitor – inhibitors of human mutant IDH1 R132H | IDH1-R132H enzyme, NADPH consumption, diaphorase/resazurin fluorescence | Potency, µM (highest dose often 76.6 µM), for the others: top-dose activity change, negative = inhibition, most hits filed as inhibitors | AID 602179 | 390,000 compounds, 0.093% hits | O75874; further: potency means the concentration at half of the fitted maximal effect; on the % scale 0 is the no-effect control and ±100 the full control effect; nearly all actives have a fitted effect of over 65% in size
Target sequence (O75874 whole entry R132H, stated change not applied): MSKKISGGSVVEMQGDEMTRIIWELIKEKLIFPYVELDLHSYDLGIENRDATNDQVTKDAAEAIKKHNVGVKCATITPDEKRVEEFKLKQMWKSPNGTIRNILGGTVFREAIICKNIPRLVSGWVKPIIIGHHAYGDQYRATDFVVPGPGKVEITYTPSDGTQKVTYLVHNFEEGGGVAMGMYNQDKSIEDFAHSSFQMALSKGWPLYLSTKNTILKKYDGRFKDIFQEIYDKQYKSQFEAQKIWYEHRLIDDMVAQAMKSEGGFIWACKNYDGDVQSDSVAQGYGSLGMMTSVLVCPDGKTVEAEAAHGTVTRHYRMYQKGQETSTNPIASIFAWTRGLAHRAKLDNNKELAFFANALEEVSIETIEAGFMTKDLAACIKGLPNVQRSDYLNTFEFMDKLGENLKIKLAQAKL
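IDH1-R132H (0.5 ug/mL dispensed) in pH 7.5 Tris buffer was preincubated 30 min with compound, then given a substrate mix of 0.016 mM NADPH and 2 mM alpha-KG for 80 min at room temperature; remaining NADPH was read by diaphorase/resazurin fluorescence.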
The depositor's hits bear a star; i = inactive; ? = inconclusive; nt = not tested or not shown; & = joins results of further samples; [ ] = another dose, or the depositor's remark. Unless noted, the call rests on the fitted dose curve; in most records, active means well fitted curve in the direction sought with a large enough effect; inconclusive means small, poorly fitted or top-dose-only effect, or another doubt; inactive means no such curve, though single readings can be large; an effect the other way counts as inactive or inconclusive. These rows are one share of the data, so the mix of outcomes need not match the whole.

SMILES	TrxR1 substrate	PGK inhibitor	Pin1 inh	PI4K2A block	USP1-UAF1 inh	TrxR1 inh	GLS inh	HP1b binding inh	mIDH1 inhibitor
COc1ccc(C2Nc3ccccc3C(=O)N2NS(C)(=O)=O)cc1 (centres undefined)	116%	-10%	-6%	-1	-13%	29%[57.1 µM]	-9%	66%[activator]	7%
Cc1ccc(OCCC(=O)Nc2cc(S(=O)(=O)N3CCOCC3)ccc2N2CCCC2)cc1	-5%	-5%	2%	7	-23%	9%	6%	18%	10%
O=C(Cn1cc(C(=O)COc2ccccc2)c2ccccc21)NCc1ccco1	-7%	-4%	?	-5	?	-32%	2%	23%	1%
CCOc1ncccc1C(=O)Nc1cccc(-c2nc3cccnc3s2)c1	16%	0%	-8%	5	-2%	8%	4%	10%	-2%
COc1cc(OC)c(C(=O)c2ccccc2[N+](=O)[O-])c(OC)c1	nt	2%	nt	0	-28%	nt	0%	nt	-3%
CCCCCCCCN1[C@@H](CC(=O)O)c2cc(F)ccc2S1(=O)=O	8%&-4%	-7%	0%	-4	-25%	0%[57.1 µM]	5%	26%	-4%
CCNC(=S)NNC(=O)c1cc(-c2ccccc2C)nc2ccccc12	1%	-6%	-2%	-5	-3%	?	59%[activator]	8%	-4%
C[C@H]1[C@H](c2ccccc2)C[C@@H](C(=O)O)C1(C)C	-8%[57.1 µM]	-9%	-6%	-5	-19%	3%[57.1 µM]	13%	48%[activator]	12%
CCOc1ccc(NC(=O)CNS(=O)(=O)c2ccc(Br)s2)cc1	-5%	5%	5%	0	6%	4%	1%	21%	-10%
Cc1ccc(-c2ocnc2C(=O)Nc2ccccc2C(=O)N2CCCC2)cc1	-6%	-4%	47%[activator]	1	-13%	13%[57.1 µM]	5%	12%	-2%
Cc1ccc(Oc2c(C(F)(F)F)oc3c(CN4CCC(C)CC4)c(O)ccc3c2=O)cc1	?	2%	-11%	-10	2%	-19%	-1%	22%	-9%
O=C(CNC(=O)c1ccccc1)OCc1ccc([N+](=O)[O-])cc1	0%	-9%	-1%	-3	-6%	-4%	-3%	24%	7%
Cc1ccc(N(CCC(=O)NC(C)(C)C)S(=O)(=O)c2ccc(C)cc2)cc1	2%[57.1 µM]	-5%	-3%	2	-20%	10%[57.1 µM]	-2%	37%	-2%
Cc1cc(C)nc(NC(N)=NC(C)c2ccccc2)n1 (centres undefined)	9%	-9%	-10%	2	-16%	7%[57.1 µM]	-5%	37%[activator]	-3%
O=C(CNCc1ccc(Cl)cc1)Nc1cccc(C(=O)O)c1	7%[57.1 µM]	-3%	-1%	2	-21%	24%[57.1 µM]	-1%	34%	8%
O=C(CCSc1nc(-c2ccco2)cc(C(F)(F)F)n1)Nc1cccc(O)c1	-11%	1%	9%	-2	-15%	?	20%	30%	-4%
O=C(NC(=Nc1ccccc1)N1CCOCC1)Nc1ccccc1	-5%	5%[11.5 µM]	-2%	-1	-21%	14%	12%	38%	1%
CCOC(=O)c1nn(-c2ccccc2F)c(-c2ccccc2)c1C(=O)c1ccccc1	8%	-11%	1%	-17	-9%	32%[activator]	1%	5%	5%
Nc1ccc(S(=O)(=O)N2CCc3ccccc32)cc1	-6%	-9%	-12%	-4	-5%	-11%[57.1 µM]	-2%	19%	7%
COC(=O)CCC(=O)c1oc2ccccc2c1NC(=O)CCCN1C(=O)c2ccccc2C1=O	-8%	-6%	-4%	0	-4%	-11%	11%	46%	0%
CC1CC(C)CN(C(=O)c2cc3cc(Br)cc(Br)c3o2)C1 (centres undefined)	2%[57.1 µM]	0%	-3%	1	-17%	2%[57.1 µM]	0%	61%[activator]	0%
CCC(ONc1ccccc1C(F)(F)F)(C(=O)NN(C)C)c1ccccc1 (centres undefined)	-12%	10%	5%	4	20%	-4%	6%	25%	-5%
O=C(Nc1nc(-c2ccncc2)cs1)C1c2ccccc2Oc2ccccc21	-10%	i	41%[activator]	-1	-18%	-1%	-18%	9%	8%
COc1ccc(-c2nc3cc(C(C)C)ccc3o2)cc1NC(=O)c1ccccc1[N+](=O)[O-]	5%	-2%	2%	-2	-19%	11%	2%	26%	11%
COc1cccc(C(=O)Nc2nnc(-c3ccccc3)s2)c1	-9%	3%	12%	3	-11%	0%	9%	29%	0%
Cc1cccc(NC(=O)c2nc[nH]c2C(=O)N[C@@H](C)c2ccccc2)c1	-6%	-5%	?	-3	-16%	17%	2%	36%	2%
CC(NC(=O)Cc1ccc(S(=O)(=O)N2CCOCC2)s1)c1ccc(Cl)c(Cl)c1 (centres undefined)	-6%	-1%	9%	-6	-7%	15%	5%	9%	0%
CCN(CC)CCCNC(=O)c1ccc(Cl)c(S(=O)(=O)Nc2ccccc2OC)c1	-2%	2%	1%	4	-14%	-1%	nt	12%	-4%
COc1ccc(CN(C)C(C)C(=O)Nc2ccc(S(=O)(=O)N3CCOCC3)cc2)c(OC)c1 (centres undefined)	4%[57.1 µM]	2%	2%	1	-11%	17%[57.1 µM]	-13%	52%[activator]	3%
O=C(NC1CC1)c1cc(F)c(F)cc1Cl	-3%	-3%	-2%	1	-5%	15%	-4%	1%	3%
C/C(=N\NC(=O)c1cccnc1)c1cccc([N+](=O)[O-])c1	-2%	4%	0%	5	0%	2%	11%	22%	-1%
COc1ccc(CC(=O)N/N=C/c2ccc(-c3ccc(F)cc3)o2)cc1OC	-1%[57.1 µM]	-1%	0%	-2	-15%	1%[57.1 µM]	1%	25%	1%
Cc1ccc2nc(SCC(=O)NCc3ccco3)[nH]c2c1	3%	2%	4%	-3	-13%	5%	-1%	15%	-3%
CCc1noc(-c2ccc(NC(C)c3ccccc3)c([N+](=O)[O-])c2)n1 (centres undefined)	-5%	i	-1%	0	-12%	4%	-8%	20%	0%
Cc1cc(C)c(OCC(=O)NCC(C)(C)N2CCOCC2)c(C)c1	5%[57.1 µM]	2%	0%	-1	-16%	10%[57.1 µM]	6%	22%	-5%
CCOc1ccc(S(=O)(=O)Nc2nc3ccccc3nc2Cl)cc1	-5%	-4%	2%	-5	-8%	-2%	7%	53%[activator]	-5%
CCc1nc2nc(C)c(NS(=O)(=O)c3ccc(C(C)(C)C)cc3)c(=O)n2[nH]1	2%	-4%	0%	0	-16%	10%	33%[activator]	21%	?
CCc1cc2ccc(C)c(C)c2nc1SCC(=O)NNC(=O)c1ccco1	15%[57.1 µM]	5%	1%	-2	-16%	39%[activator][57.1 µM]	-12%	8%	3%
O=C(CSc1nnc(-c2ccccc2)o1)N1CCOCC1	16%[57.1 µM]	i	-1%	1	-18%	-4%[57.1 µM]	0%	54%[activator]	5%
Cc1ccc(OCC(=O)N/N=C2\CCOc3c(C)cccc32)cc1	-1%	-7%	-6%	1	-1%	11%	-12%	4%	7%
COc1ccc(CC(=O)NNc2ncnc3c2cnn3-c2ccccc2)cc1	2%	28%	0%	1	-11%	7%	-6%	18%	14%
O=C(COC(=O)C(Cc1ccccc1)NC(=O)c1ccccc1)c1ccccc1 (centres undefined)	0%	-7%	13%	2	-10%	15%	0%	27%	7%
Cc1ccccc1C(OCC(O)CN1CCC(C(N)=O)CC1)c1ccccc1 (centres undefined)	9%[57.1 µM]	-8%	-4%	12	-18%	22%[57.1 µM]	0%	-1%	-6%
C#CCn1c(=NC(=O)c2ccc(S(=O)(=O)N3CCc4ccccc4C3)cc2)sc2cc(S(N)(=O)=O)ccc21	52%[activator]	i	68%[activator]	-11	-9%	38%[activator]	13%	2%	12%
COc1ccccc1NS(=O)(=O)c1cc(NC(=O)c2ccc3ccccc3n2)ccc1Cl	-2%	i	18%	-6	-23%	2%	-2%	42%[activator]	3%
CCn1c(=O)c2cc(C(=O)NCCN3CCOCC3)sc2c2ccccc21	67%[activator][57.1 µM]	-7%	-5%	3	-23%	10%[57.1 µM]	-4%	17%	16%
c1ccc(-c2cc3c(N4CCOCC4)ncnc3s2)cc1	12%	8%	10%	-5	-8%	-7%	8%	33%	1%
Nc1c(Cl)cc(Cl)cc1C(=O)OCC(=O)N1CCCC1=O	25%[57.1 µM]	-10%	-7%	0	-18%	3%[57.1 µM]	-13%	58%[activator]	-8%
COc1cccc(NC(=O)Nc2nc(-c3ccc(OC)c(OC)c3)cs2)c1	-3%	11%	1%	-5	-18%	9%	11%	?	-7%
Cc1ccc(C(=O)OC2CCS(=O)(=O)c3sccc32)cc1 (centres undefined)	6%[57.1 µM]	0%	0%	0	-17%	0%[57.1 µM]	5%	19%	0%
COc1ccc(CN(C(=O)c2nsc(Cl)c2Cl)C(C(=O)NC2CCCC2)c2ccc(C)cc2)cc1 (centres undefined)	-2%	i	-3%	-1	2%	21%	0%	18%	-1%
CCN(CC)S(=O)(=O)N1CCC(C(=O)NCc2ccc(C)cc2)CC1	7%	5%	7%	6	-13%	20%	-2%	13%	2%
